Hsp70 displacement: small molecules displacing fluorescent ligand from Hsp70 – biochemical, fluorescence polarization, primary screen (AID 583); Hsp70 fluorescence polarization probe displacement, mP; higher % means a stronger effect; displacement, % at 20 µM; hits with a dose series show IC50 in µM; hit rate 0.06% among 140,000; in the data active means displacement above about 50%;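 further: plate controls were vehicle for no effect and reference ligand for full effect; a part of the inactive calls stands beside numbers as strong as those of hits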
MKP-3 inhibition: MKP-3 phosphatase inhibitors, primary screen, biochemical, rat enzyme, in vitro (AID 425) | hit rate 0.17% among 110,000 | one-dose inhibition, % at 20 µM; IC50 in µM for titrated hits | recombinant MKP-3 phosphatase activity, fluorescence; higher % means a stronger effect; in the data active means inhibition above about 50%;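 further: plate controls were vehicle for no effect and reference inhibitor for full effect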
Numbers without * were called inactive; nt = not tested or not shown; & = joins results of further samples. The list is partial; the hit share may differ from the screen's.

The line under a structure holds: Hsp70 displacement	MKP-3 inhibition
- COc1ccc(N2C(=O)NC(=O)/C(=C/c3ccc(OCCOc4ccc(C)cc4)c(OC)c3)C2=O)cc1
→ 5.7%	2%
- COc1ccc(OC)c(-c2nnc(-c3ccc(C)o3)o2)c1
→ -4.4%	-3%
- CCOC(=O)c1[nH]c(=O)[nH]c1Cn1ccnc1
→ 0.5%	2%
- O=C(NCCNc1ccc(Cl)cc1[N+](=O)[O-])c1ccccc1F
→ 4.7%	-4%
- O=C(Cn1c(=O)oc2cc(S(=O)(=O)N3CCCC3)ccc21)NCc1ccccn1
→ -2.8%	-1%
- Cc1ccc2cc(CCNC(=O)CC(C)(C)C)c(=O)[nH]c2c1C
→ -1.5%	-12%
- Cc1cc(Cl)ccc1NC(=O)COc1ccc2ccccc2c1
→ -1.6%	4%
- CC(C)(C)c1cc(C(=O)N/N=C/C=C/c2ccccc2)n[nH]1
→ -2.5%	1%
- O=C(CCc1ccccc1)Nc1cc(C(F)(F)F)ccc1Cl
→ 2.4%	2%
- CCOC(=O)N1CCC(NC(=O)c2ccc(CS(=O)(=O)c3ccccc3C)o2)CC1
→ 2.5%	-4%
- O=C(CCC(=O)c1cccs1)NC(c1ccccc1)c1ccccc1
→ 0.4%	nt
- NS(=O)(=O)c1ccc(CCNC2CC(=O)N(c3ccc(Cl)cc3)C2=O)cc1 (stereo not drawn)
→ -0.9%	3%
- CCOCCC(=O)Nc1cc(Cl)ccc1OC
→ 2.4%	nt
- Cc1ccc(CCNC(=O)Cn2cccc2)cc1
→ -1.0%	-5%
- CC(C)COC(=O)C1[C@H]2C(=O)N(Cc3cccs3)C[C@]23C=C[C@H]1O3 (stereo partly drawn)
→ 1.0%	6%
- CCN1CCc2nc(NC(=O)CC(c3ccccc3)c3ccccc3)sc2C1
→ -9.2%	nt
- Cc1ccc(CSc2nnc(-c3ccccc3N)c(=O)[nH]2)cc1
→ 5.7%	nt
- CC(NS(=O)(=O)c1cc(Cl)ccc1Cl)c1ccccc1 (stereo not drawn)
→ -2.2%	-3%
- O=C(Nc1nc2ccccc2n1Cc1ccccc1Cl)c1ccc(Cl)cc1
→ 2.6%	-5%
- CCC1Nc2ccc(C)cc2C(Nc2ccc(C)cc2)C1C (stereo not drawn)
→ 0.0%	-2%

The list goes on, overlapping the part above by 4 compounds.
The line under a structure holds: Hsp70 displacement	MKP-3 inhibition
- Cc1ccc(CSc2nnc(-c3ccccc3N)c(=O)[nH]2)cc1
→ 5.7%	nt
- CC(NS(=O)(=O)c1cc(Cl)ccc1Cl)c1ccccc1 (stereo not drawn)
→ -2.2%	-3%
- O=C(Nc1nc2ccccc2n1Cc1ccccc1Cl)c1ccc(Cl)cc1
→ 2.6%	-5%
- CCC1Nc2ccc(C)cc2C(Nc2ccc(C)cc2)C1C (stereo not drawn)
→ 0.0%	-2%
- Cn1c(CCNC(=O)c2ccccc2)nc2cc(NC(=O)c3ccco3)ccc21
→ 1.3%	-4%
- C=CC(O)Cc1c(C)n[nH]c1C (stereo not drawn)
→ nt	-7%
- CCOC(=O)N1CCN(C(=S)NCCOC)CC1
→ 2.4%	nt
- CCOc1ccccc1/C=N/N1CCN(Cc2ccc(Cl)cc2)CC1
→ 2.8%	2%
- O=C(Nc1ccc(-c2nc3ccccc3s2)c(O)c1)c1cc2ccccc2oc1=O
→ -1.1%	-3%
- CCCCCCC1C(C#N)=C(N)OC2=C1C(=O)CC(C)(C)C2 (stereo not drawn)
→ -7.5%	-11%
- CCOC(=O)Cc1csc(NC(=O)CSc2nnnn2-c2ccc(C)c(C)c2)n1
→ 5.9%	nt
- O=S(=O)(Cc1ccc(Cl)cc1)N1CCN(Cc2ccccc2)CC1
→ 5.8%	-5%
- COc1ccc(N2CCN(c3oc(COc4ccc(Cl)cc4)nc3C#N)CC2)cc1
→ 2.7%	0%
- COc1ccc(CCNC(=O)c2ccc3c(=O)n(Cc4ccco4)c(=S)[nH]c3c2)cc1OC
→ 1.8%	-7%
- CCC1(CC)NC(=S)N(Nc2ccccc2)C1=O
→ -0.5%	nt
- COc1ccc(-n2c(O)c(C=Nc3ccc(Cl)cc3)c(=O)[nH]c2=O)cc1
→ -5.1%	0%
- CC1CCN(C(=O)c2ccc(-n3cnnn3)cc2)CC1
→ 0.8%	nt
- CC(C)(CO)NS(=O)(=O)c1ccc2c(c1)oc(=O)c1cc(S(=O)(=O)NC(C)(C)CO)ccc12
→ 5.7%	-3%
- Cc1ccc(C2=C/C(=C/c3ccccn3)C(=O)O2)c(C)c1
→ 0.9%	5%
- Cc1ccc(C)c(-n2c(CNc3ccc(F)cc3)nnc2SCC(N)=O)c1
→ 9.2%	2%
- O=C(NC(Nc1ccccn1)C(Cl)(Cl)Cl)c1ccccc1 (stereo not drawn)
→ 2.0%	0%
- O=C(Cn1nc(Cc2ccncc2)c2ccccc2c1=O)N1CCN(C(=O)c2ccco2)CC1
→ 3.5%	-10%
- CCC(C)(C)n1nnnc1C(c1ccc(C)cc1)N1CCC(C)CC1 (stereo not drawn)
→ 5.4%	nt
- Cn1cccc1Cc1nnc(SCC(=O)NC2CCCCC2)n1CCc1ccccc1
→ -0.2%	-11%

Next section
The line under a structure holds: Hsp70 displacement	MKP-3 inhibition
- Cc1occc1C(=O)N/N=C/C1CC=CCC1 (stereo not drawn)
→ 2.1%	0%
- CC(C)CC(=O)Nc1cc(NC(=O)CC(C)C)cc(C(=O)NC(C)(C)C)c1
→ 3.2%	nt
- Cc1cc(SC(C)C(=O)Nc2c(C)n(C)n(-c3ccccc3)c2=O)nc2ccccc12 (stereo not drawn)
→ 2.3%	nt
- C/C(=C\C(=O)c1ccc(Br)cc1)NCc1ccccc1
→ -2.6%	nt
- O=C(Cc1n[nH]c(=O)c2ccccc12)NCCCN1CCCCCC1
→ 0.3%	0%
- CC(C)(C)c1ccc(-c2n[nH]c(=S)n2C2CCCC2)cc1
→ -1.4%	nt
- O=C(Nc1ccc(NC(=S)NC(=O)c2ccco2)cc1)c1ccc(Br)cc1
→ -1.2%	2%
- Nc1ccc2oc(CCc3ccccc3)nc2c1
→ 10%	-7%
- Cc1c(C#N)c2nc3ccccc3n2c(=O)/c1=C/c1sc2ccccc2c1O
→ 2.1%	4%
- Cc1ccc(/C=N/NC(=O)c2cccnc2)o1
→ 4.1%	-10%
- Cc1ccc(CNC(=O)Nc2cccs2)cc1
→ -2.8%	8%
- CCC(C)(C)n1nnnc1C(c1ccc(O)c(OC)c1)N1CCN(c2nc3ccccc3s2)CC1 (stereo not drawn)
→ -1.9%	-7%
- Clc1ccc(-c2noc(-c3ccccc3Br)n2)cc1
→ -1.5%	-2%
- O=C(NN1C(=O)/C(=C/c2ccc(O)c(O)c2)SC1=S)c1ccc(Br)cc1
→ -2.9%	1%
- Cc1ccc(-c2cc(C(=O)Nc3nccs3)c3ccccc3n2)o1
→ 2.6%	-1%
- Cc1c(-c2nc(N)nc(Nc3ccc(F)cc3)n2)oc2ccccc12
→ -0.9%	0%
- CN=C1c2cc3cc(OC)ccc3n2CCN1C
→ -0.2%	nt
- COc1ccccc1N(CC(=O)NCCc1ccccc1)S(C)(=O)=O
→ -2.4%	2%
- Cc1ccc(NC(=O)C2CCCN(S(=O)(=O)c3cnc[nH]3)C2)cc1F (stereo not drawn)
→ -1.5%	-6%
- O=C(c1cc2nc(-c3ccco3)cc(C(F)(F)F)n2n1)N1CCN(Cc2ccccc2)CC1
→ 1.5%	nt

(more compounds)
The line under a structure holds: Hsp70 displacement	MKP-3 inhibition
- O=[N+]([O-])c1ccccc1S(=O)(=O)NCc1ccc(F)cc1
→ -1.1%	3%
- CC(C)CNC(=O)c1ccc(I)cc1
→ 1.4%	2%
- O=c1cc(-c2ccccc2F)oc2ccccc12
→ 0.4%	nt
- CCCCCn1c(SCC(=O)OC)nc2c1c(=O)[nH]c(=O)n2C
→ 3.9%	-5%
- O=Cc1cccc(OCc2ccc(Cl)cc2Cl)c1
→ -2.1%	-1%
- CCC1(C)C2(C#N)C(N)=NC(OC)(OC)C12C#N (stereo not drawn)
→ -3.2%	-3%&-1%
- O=C(Nc1ccc2nn(-c3ccccc3)nc2c1)c1ccc(Br)o1
→ 4.4%	0%
- CCOC(=O)C(=CNCCC(=O)O)C(=O)OCC
→ 2.3%	4%
- COc1cc(C2C3=C(CC(C)(C)CC3=O)OC3=C2C(=O)CC(C)(C)C3)ccc1Oc1nc2c(c(=O)n(C)c(=O)n2C)n1C
→ 2.0%	-5%
- CC(C)CCNC(=O)CC1Nc2c3ccccc3nc(=S)n2C1=O (stereo not drawn)
→ 0.2%	nt
- Cc1cccc(C)c1OCCCCCNCCO
→ 0.4%	nt
- O=C(O)c1cccc(-c2ccc(C=C3C(=O)c4ccccc4C3=O)o2)c1
→ -21%	-1%
- CCn1c(=N)n(CCO)c2ccccc21
→ -1.0%	2%
- O=C(CCCNS(=O)(=O)c1cccc2nsnc12)NC1CCCCC1
→ 0.2%	5%
- O=C(Nc1nnc(-c2ccccc2SCc2ccccc2F)s1)Nc1ccccc1F
→ 5.2%	nt
- O=C(/C=C/c1c(Cl)cccc1Cl)c1ccc2c(c1)OCCO2
→ -0.9%	3%
- Cc1cc(C)c2ccc(NN)nc2c1O
→ 0.4%	nt
- CC(O)CN(Cc1ccc(Cl)cc1)CC(C)O (stereo not drawn)
→ 0.4%	nt
- O=C(NCc1ccc2c(c1)OCO2)c1ccc(CS(=O)(=O)c2ccc(Br)cc2)o1
→ 2.3%	0%
- CN(c1ccccc1)S(=O)(=O)c1ccc(C(=O)OCC(=O)N2CCOCC2)cc1
→ -4.7%	-3%

2 records drawn at random from the list so far:
The line under a structure holds: Hsp70 displacement	MKP-3 inhibition
- O=C(/C=C/c1c(Cl)cccc1Cl)c1ccc2c(c1)OCCO2
→ -0.9%	3%
- O=C(Nc1nnc(-c2ccccc2SCc2ccccc2F)s1)Nc1ccccc1F
→ 5.2%	nt

Record cards (already shown). Values in the order: Hsp70 displacement	MKP-3 inhibition
`Cc1occc1C(=O)N/N=C/C1CC=CCC1` (stereo not drawn) is listed with 2.1%	0%
`CC(NS(=O)(=O)c1cc(Cl)ccc1Cl)c1ccccc1` (stereo not drawn) is listed with -2.2%	-3%
`Cc1cccc(C)c1OCCCCCNCCO` is listed with 0.4%	nt
`O=C(c1cc2nc(-c3ccco3)cc(C(F)(F)F)n2n1)N1CCN(Cc2ccccc2)CC1` is listed with 1.5%	nt
`O=C(CCC(=O)c1cccs1)NC(c1ccccc1)c1ccccc1` is listed with 0.4%	nt

(more compounds)
The line under a structure holds: Hsp70 displacement	MKP-3 inhibition
- CCOC(=O)c1c(NC(=O)c2c(Cl)ccc(Cl)c2OC)sc2c1CCCC2
→ 6.4%	4%
- O=S(=O)(NC1CCCCCCC1)c1ccc(F)cc1
→ 2.2%	-2%
- Cc1ccc(NC(=O)c2sc3ccccc3c2Cl)nc1
→ 3.7%	-1%
- Cc1ccc(C(=O)c2c(N)sc3c2CCCC3)cc1
→ -0.2%	0%
- COC(=O)c1ccc(/C=C2/SC(=S)N(C)C2=O)cc1
→ -1.8%	0%
- O=C(O)C1=C2C(=O)Nc3cccc(c32)C2(C1)C(=O)Nc1ccccc12 (stereo not drawn)
→ -5.0%	0%
- CCNc1nc2c(c(=O)n(C)c(=O)n2C)n1Cc1ccc(Cl)cc1
→ nt	-5%
- Cc1ccc(C(=O)Nc2nccs2)cc1S(=O)(=O)N1CCCCC1
→ 0.3%	-11%
- O=C(CCc1nc(-c2ccccc2)c(-c2ccccc2)o1)OCc1ccc(Br)cc1
→ 0.4%	nt
- O=C(NCc1ccccc1)C1CC2CCCC(C1)C2=O (stereo not drawn)
→ 1.7%	-6%
- COc1cc(OC)cc(C(=O)N2CCN(Cc3ccco3)CC2)c1
→ -2.4%	0%
- Cc1ccc(Nc2ncnc3ccc(Br)cc23)cc1C
→ 0.9%	1%
- Cn1c(O)c(N=NC(N)=O)c2ccccc21
→ -112%	0%
- O=C1C(Cl)=C(Nc2ccc(F)cc2)C(=O)N1c1cccc(Cl)c1
→ 3.2%	2%
- O=C(O)CCCCCN1C(=O)CSC1=S
→ -4.0%	0%
- CCOC(=O)C1=C(C)N=c2s/c(=C\c3ccccc3Cl)c(=O)n2C1c1ccc(OC)c(OC)c1 (stereo not drawn)
→ 3.4%	1%
- CCn1c(C)c(C(C)=O)c(N2CCN(c3ccccc3)CC2)nc1=S
→ -1.9%	nt

Three of the entries above in order of their number in MKP-3 inhibition, low to high:
| SMILES | Hsp70 displacement | MKP-3 inhibition |
| --- | --- | --- |
| CCC(C)(C)n1nnnc1C(c1ccc(O)c(OC)c1)N1CCN(c2nc3ccccc3s2)CC1 (stereo not drawn) | -1.9% | -7% |
| CCC1Nc2ccc(C)cc2C(Nc2ccc(C)cc2)C1C (stereo not drawn) | 0.0% | -2% |
| O=C(O)CCCCCN1C(=O)CSC1=S | -4.0% | 0% |

Source: PubChem
